# Bioassay records: PubChem BioAssay, several laboratories
# GSK3beta inhib: human GSK3beta kinase inhibitors, primary screen, biochemical, cell-free homogeneous, HTS | Glycogen synthase kinase-3 beta (Homo sapiens), P49841 | GST-GSK3beta kinase, ADP-Glo luminescence, 60 min; active compounds read low | activity score (negative = inhibition), % at 10 µM | 300,000 tested, 0.038% active;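 active means more than half of replicate wells score below -50%, meaning over 50% inhibition versus plate controls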;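 further: 0% = median DMSO wells and -100% = median GW8510 positive control wells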
#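 Test system: GST-fused GSK3beta enzyme, cell-free | Quantity: 1.6 ng GST-GSK3beta enzyme per well | Reagent: 25 µM ATP with peptide substrate | Schedule: 60 min enzyme reaction, room temperature | Signal: Luminescent ADP-Glo measurement of ADP formed | Read-out basis: Score relative to plate controls | Control set: DMSO and 20 µM GW8510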
# GSK3A inh: blockers of GSK3A enzyme activity – biochemical, luminescence, cell-free homogeneous, HTS, primary screen; Glycogen synthase kinase-3 alpha (Homo sapiens), P49840; GSK-3 alpha kinase, ADP-Glo luminescence, 60 min; inhibition, % at 10 µM; 320,000 tested, 0.1% active; AID 2650, 2010;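 in the data active means inhibition above about 50%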;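 further: GST-tagged GSK-3 alpha with peptide substrate and 25 µM ATP; 0% = DMSO neutral wells and 100% = GW8510 positive control wells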
# KCNK3 inh: human KCNK3 channel inhibitors, primary screen, CHO cells, FluxOR thallium flux, B-score. B-score at 10 µM. AID 602410, 2012. Potassium channel subfamily K member 3 (Homo sapiens), O14649. 340,000 tested, 0.84% active. FluxOR fluorescence; active compounds read low;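 active means B-score under library mean minus 4 SD, starting fluorescence ratio at most library mean plus 5 SD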;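 further: more negative B-score means stronger inhibition of thallium flux through KCNK3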
# hERG protect: hERG rescue from dofetilide block, primary screen, cell-based, CHO-hERG, FluxOR thallium flux, dofetilide IC70; Voltage-gated inwardly rectifying potassium channel KCNH2 (Homo sapiens), Q12809; dofetilide IC70 present; activation (rescue from dofetilide block), less the hit threshold, % at 10 µM; 310,000 tested, 0.51% active;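 active means activation above the mean of controls blocked by dofetilide plus 5 SD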;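 further: thallium influx through hERG after potassium depolarization seen as dye fluorescence rise; in these data hits start at about 4.7%; inactives centre near -7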
# Target sequence (Q12809 whole entry, looked up): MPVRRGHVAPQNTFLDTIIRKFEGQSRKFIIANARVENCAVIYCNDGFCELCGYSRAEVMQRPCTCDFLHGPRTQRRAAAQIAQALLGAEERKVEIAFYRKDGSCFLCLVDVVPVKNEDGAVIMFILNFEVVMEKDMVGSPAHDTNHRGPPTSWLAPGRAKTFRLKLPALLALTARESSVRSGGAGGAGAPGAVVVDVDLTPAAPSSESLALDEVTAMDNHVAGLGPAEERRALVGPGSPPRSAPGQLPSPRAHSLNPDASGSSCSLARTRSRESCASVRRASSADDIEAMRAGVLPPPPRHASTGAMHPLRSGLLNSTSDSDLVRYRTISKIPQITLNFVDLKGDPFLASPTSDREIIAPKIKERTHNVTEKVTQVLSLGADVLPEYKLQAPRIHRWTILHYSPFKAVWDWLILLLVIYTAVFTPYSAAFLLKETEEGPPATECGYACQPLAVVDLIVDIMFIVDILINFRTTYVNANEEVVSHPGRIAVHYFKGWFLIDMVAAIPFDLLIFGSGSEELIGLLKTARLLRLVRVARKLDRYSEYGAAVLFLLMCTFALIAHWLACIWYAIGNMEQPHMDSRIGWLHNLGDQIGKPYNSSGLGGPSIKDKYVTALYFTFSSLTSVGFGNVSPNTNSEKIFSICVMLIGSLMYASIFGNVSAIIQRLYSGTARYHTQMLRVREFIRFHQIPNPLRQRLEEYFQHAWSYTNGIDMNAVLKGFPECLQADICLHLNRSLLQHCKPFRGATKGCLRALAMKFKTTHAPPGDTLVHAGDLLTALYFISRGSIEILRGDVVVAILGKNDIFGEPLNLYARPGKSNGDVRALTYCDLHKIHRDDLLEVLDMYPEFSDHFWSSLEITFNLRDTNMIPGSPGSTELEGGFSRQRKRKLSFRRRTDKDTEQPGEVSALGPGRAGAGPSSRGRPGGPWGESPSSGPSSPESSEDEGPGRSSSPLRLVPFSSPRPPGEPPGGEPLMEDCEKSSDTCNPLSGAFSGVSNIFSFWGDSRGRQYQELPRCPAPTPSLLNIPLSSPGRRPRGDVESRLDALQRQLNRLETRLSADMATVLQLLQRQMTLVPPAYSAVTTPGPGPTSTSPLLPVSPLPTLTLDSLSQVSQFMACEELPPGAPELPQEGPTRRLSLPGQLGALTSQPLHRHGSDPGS
# PolyA inhibitor: polyadenylation inhibitors in yeast reporter cells, primary screen, luminescence, S. cerevisiae; S. cerevisiae SKY197-pL101 polyadenylation reporter, beta-gal luminescence; efflux-impaired pdr1/pdr3 knockout yeast; score 100 = 6 SD above DMSO; calls only at 12 µM; 300,000 tested, 0.02% active; AID 1875, 2009;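 active means lowest replicate activity score at least 50, where 100 means six control SD above control mean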;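 further: yeast exposed to compound for 9 h at 30 °C; higher score means more reporter readthrough which indicates perturbed polyadenylation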
# RGS4 block: RGS4 inhibitors, primary screen, cell-based, HEK293 M3R inducible RGS4, calcium flux | Regulator of G-protein signaling 4 (Homo sapiens), P49798 | Fluo-4 calcium flux; active compounds read high; triggered by carbachol at its EC20 | B-score at 10 µM | 310,000 tested, 0.45% active;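 active means B-score, a plate-corrected calcium signal, over three deviations above library mean, with baseline fluorescence within five deviations of library mean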;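 further: RGS4 expression induced by doxycycline in cells with stable M3 receptor; B-score is computed from the integrated fluorescence ratio over baseline after carbachol; higher B-score means a larger calcium signal and so more RGS4 inhibition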
# KCNQ1 block: inhibitors of human KCNQ1 channel, primary screen, cell-based, thallium flux, high-throughput; 310,000 tested, 1.3% active; CHO-K1 KCNQ1, FluxOR thallium flux fluorescence; active compounds read high; B-score at 10 µM; Potassium voltage-gated channel subfamily KQT member 1 (Homo sapiens), P51787;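 active means compounds whose thallium flux B-score, printed positive for inhibition, exceeds three library SD while starting fluorescence stays within three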;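 further: channel opened by potassium depolarization with thallium stimulus after 20 min compound exposure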
# KCNK9 inh: KCNK9 potassium channel inhibitors, primary screen, HEK293 cells, thallium flux; Potassium channel subfamily K member 9 (Homo sapiens), Q9NPC2; FluxOR thallium flux fluorescence; active compounds read low; B-score at 10 µM; 310,000 tested, 1.2% active; AID 488922, 2010;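 active means ratio B-score over 3 SD below the library mean, with starting fluorescence within 5 SD of its mean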;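 further: negative B-score means less thallium flux so channel inhibition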
# KCNQ1 pot: potentiators or activators of KCNQ1 channel, primary screen, cell-based, thallium flux, high-throughput; CHO-K1 KCNQ1, thallium flux FluxOR fluorescence; active compounds read high; Potassium voltage-gated channel subfamily KQT member 1 (Homo sapiens), P51787; AID 2648, 2010; B-score at 10 µM; 310,000 tested, 0.35% active;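 active means fluorescence ratio B-score, a plate-corrected score, at least three library SD, with initial intensity B-score within 5 SD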
#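 Assay system: CHO-K1 cells stably expressing KCNQ1. Medium: assay buffer for compound exposure, DMSO matched across wells. Timing: 37 °C overnight plating, 90-min dark dye load, 20-min compound pretreatment. Signal: kinetic FluxOR fluorescence, 10 s baseline plus 110 s post-stimulus.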
# Dyrk1A ADPGlo: rat Dyrk1A kinase inhibitors, primary screen, biochemical, single point, plate reader. Dual specificity tyrosine-phosphorylation-regulated kinase 1A (Rattus norvegicus), Q63470. 310,000 tested, 0.43% active. AID 504441, 2011. inhibition, % at 12.5 µM. ADP-Glo luminescence, NFATc1 peptide; in the data active means inhibition above about 50%;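 further: plate controls were vehicle with enzyme for no effect and no enzyme for full effect; many of its hits are not listed in these tables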
# RGS4 act: RGS4 potentiators or activators, primary screen, cell-based, HEK293 M3R inducible RGS4, calcium flux | B-score at 10 µM | 310,000 tested, 0.92% active | carbachol calcium flux Fluo4; active compounds read low | AID 463111, 2010;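 active means B-score of the integrated calcium signal more than 4 SD below the library mean, with starting fluorescence not abnormally high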;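 further: negative B-score means reduced calcium response which marks RGS4 activation or potentiation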
#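 Test system: HEK293 cells with stable M3R and inducible RGS4; also added: carbachol at ECmax as muscarinic agonist stimulus; schedule: dye loading 30 min 37 °C, buffer rest 30 min RT; technique: kinetic calcium fluorescence imaging with Fluo4-AM dye, 2 µM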
# * marks the source's active call; other numbers are inactive results; i = inactive; . = no result given.
# Value order: GSK3beta inhib, GSK3A inh, KCNK3 inh, hERG protect, PolyA inhibitor, RGS4 block, KCNQ1 block, KCNK9 inh, KCNQ1 pot, Dyrk1A ADPGlo, RGS4 act
Cc1sc2ncnc(N3CCC(C(=O)Nc4ccc(Cl)cc4Cl)CC3)c2c1C
    -1.1, 0.7, i, -13.7, i, i, i, i, i, -0.3, i
CCOC(=O)c1c(NC(=O)c2cccs2)sc(C(=O)N(C)C)c1C
    0.9, 1.7, i, -6.7, i, i, i, i, i, -5.5, i
C/C(=N\NC(=O)c1cccc([N+](=O)[O-])c1)c1ccco1
    -1.6, 5.0, i, -3.2, i, i, i, i, i, -3.1, i
COc1ccc(N(CC(=O)NC2CCCC2)C(=O)Cn2nnc(-c3ccc(OC)c(OC)c3)n2)c(OC)c1
    3.5, -2.3, i, -6.0, i, i, i, i, i, 2.3, i
COc1cccc(N2CC34C=CC(O3)C(C(=O)O)C4C2=O)c1 (configuration not stated)
    -4.8, -1.0, i, -0.7, i, i, i, i, i, 0.7, i
C/C(=N\NC(=O)C(=O)Nc1ccc(C)c(Cl)c1)c1ccncc1
    0.0, -1.6, i, -8.7, i, i, i, i, i, 0.7, i
COc1ccc(NC(C)C(=O)Nc2cc(C(F)(F)F)ccc2N2CCOCC2)c(OC)c1 (configuration not stated)
    1.3, 2.0, i, -8.7, i, i, i, i, i, 0.1, i
CCOC(=O)c1cnc(SCC(=O)Nc2cc(OC)ccc2OC)nc1N
    3.9, -1.8, i, -5.1, i, i, i, i, i, 3.8, i
CCCNC(=O)N1CCN(c2ncccn2)CC1
    0.1, 0.1, i, -4.6, i, i, i, i, i, -3.2, i
COc1ccc(-c2cn3ccccc3n2)cc1
    -3.6, -2.3, i, -2.2, i, i, i, i, i, 13.7, i
O=S(=O)(O)CCS
    1.3, 1.2, i, -5.0, i, i, i, i, i, 2.6, i
O=C(CN1CCC(O)(c2ccc3c(c2)OCO3)CC1)OC1CCCCC1
    1.6, -3.4, i, -3.5, i, i, i, i, i, -11.9, i
CCC(OC(=O)c1ccco1)C(=O)NCc1ccc(C)cc1 (configuration not stated)
    1.8, -3.8, i, -5.3, i, i, i, i, i, 1.5, i
CCOC(=O)c1cccc(Nc2nc(-c3cccnc3)nc3ccccc23)c1
    0.8, 6.1, i, -18.7, i, i, 7*, i, i, 33.7, -8.06*
CC1=NCCN1S(=O)(=O)c1c(C(C)C)cc(C(C)C)cc1C(C)C
    -0.1, -1.6, i, -9.8, i, i, i, -8.32*, i, 9.2, i
CCOC(=O)c1c(NC(=O)CSc2nnc(C)c(=O)[nH]2)sc2c1CCC2
    4.1, -5.9, i, -7.3, i, i, i, i, i, -6.9, i
COc1cc(NC(=S)N2CCN(Cc3ccccc3)CC2)cc(OC)c1
    -5.0, -0.6, i, -9.2, i, i, i, i, i, -1.7, i
COc1ccc(C(C(=O)NC2CCCCC2)N(C(=O)CCl)c2ccc(OC)cc2)cc1 (configuration not stated)
    1.2, 2.4, i, -14.3, i, i, i, i, i, -1.9, i
O=C(CN1CCN(c2ccc(F)cc2)CC1)Nc1nnc(-c2ccccc2)s1
    -1.8, -1.0, i, -5.7, i, i, i, i, i, 4.3, i
Cc1cccc(NCc2n[nH]c(=S)n2-c2ccccc2)c1
    0.2, 4.4, i, -18.2, i, i, i, i, i, 9.7, i
CCCCCCSc1ccc([C@H]2N[C@@](C)(C(=O)OC)[C@H]3C(=O)N(CC)C(=O)[C@@H]23)cc1
    4.0, -5.0, i, -14.5, i, i, i, i, i, -3.3, i
CCOCCCNC(=O)CN1C(=O)COc2ccc(S(=O)(=O)N3CCCC3)cc21
    -0.7, -0.4, i, -2.5, i, i, i, i, i, -5.5, i
Cc1cc(C)c(Cn2cnc3ccccc32)c(C)c1
    -3.1, 2.9, i, -11.8, i, i, i, i, i, 0.1, i
CCn1c(CNC(=O)Cc2ccc(OC)cc2)nnc1SCCOc1ccccc1
    1.8, 2.9, i, -4.4, i, i, i, i, i, -7.0, i
CCCCn1c(N)c(N(CCOC)C(=O)c2cc(-c3ccccc3)nc3ccccc23)c(=O)[nH]c1=O
    -3.0, ., i, -9.4, i, i, i, i, i, 5.5, i
Cc1cc(OCC(=O)OCC(=O)Nc2cc(C(F)(F)F)ccc2N2CCOCC2)ccc1Cl
    -3.5, 0.2, i, -3.4, i, i, i, i, i, 0.9, i
CC1CN(c2nc3ccccn3c(=O)c2/C=C(\C#N)C(=O)N2CCOCC2)CC(C)O1 (configuration not stated)
    -1.1, -0.6, i, -11.4, i, i, i, i, i, 5.5, i
COc1ccc(C(=O)Nc2cccc(/C=C(\CCC(=O)O)c3nc4ccccc4s3)c2)cc1
    0.1, -2.6, i, -10.1, i, i, i, i, i, -8.4, i
O=C(c1ccc(N2CCCC2)c([N+](=O)[O-])c1)N1CCN(CCO)CC1
    -0.6, 1.4, i, -9.5, i, i, i, i, i, 0.8, i
COc1ccc(C(C)(C)C)cc1NC(=O)c1cncc(Br)c1
    1.2, 0.0, i, -8.1, i, i, i, i, i, 5.9, i
Cc1cc(-n2nc(C)cc2C)nc(N)n1
    3.3, -2.7, i, -3.0, i, i, i, i, i, 2.3, i
CCCNC(=O)c1cccc(COCC(F)(F)F)c1
    4.2, -2.0, i, -11.6, i, i, i, i, i, -6.8, i
CCCCc1nc2cc(C(=O)NCCc3cnn(C)c3)ccc2o1
    1.1, 1.9, i, -11.8, i, i, i, i, i, -4.5, i
CCN(CC)c1ccc(/C=N/NC(=O)c2cc3ccccc3[nH]2)cc1
    -2.7, 1.0, i, -6.3, i, i, i, i, i, 0.4, i
S=C(c1ccc(-c2cc(Cl)ccc2Cl)o1)N1CCOCC1
    1.5, -0.3, -8.85*, -9.0, i, i, i, i, i, 4.0, i
COc1ccc(C(CNC(=O)/C=C/c2c(Cl)nc3ccccn23)N(C)C)cc1 (configuration not stated)
    -1.3, -2.2, i, -18.3, i, i, i, i, i, ., i
CC(=O)/C(N=Nc1ccc(C(=O)O)cc1[N+](=O)[O-])=C(\C)O
    -3.4, 1.6, i, -5.1, i, i, i, i, i, 4.1, i
O=C(NNS(=O)(=O)c1cccc(Cl)c1)c1cc(-c2ccc(F)cc2)nc2ccccc12
    ., ., i, -6.6, i, i, i, i, i, ., i
COc1ccc(NC(=O)c2cccs2)cc1C(=O)N1CCN(c2ccccc2)CC1
    -23.6, 2.0, i, -10.4, i, i, i, i, i, ., i
CCCN1CNC(=S)N(c2ccccc2C)C1
    2.3, -0.2, i, -15.0, i, i, i, i, i, ., i
O=C(CN1CCC(n2nnc3cc(F)ccc32)CC1)Nc1ccccc1N1CCOCC1
    1.2, 6.7, i, -4.8, i, i, i, i, i, 0.3, i
CCC(CC)C(=O)Nc1cc(NC(=O)C(CC)CC)cc(C(=O)O)c1
    -3.2, 5.4, i, -9.1, i, i, i, i, i, -0.8, i
Cc1ccc(Nc2nc(=O)c3cc([N+](=O)[O-])ccc3s2)cc1
    1.8, -1.4, i, -12.5, i, i, i, i, i, 2.7, i
COc1ccc(CN=C2NC(=O)CC(C(=O)Nc3ccc(Cl)cc3)S2)cc1 (configuration not stated)
    1.9, -4.0, i, 0.4, i, i, i, i, i, -3.0, i
COc1ccc(S(=O)(=O)NCC2CCC(C(=O)NCCCN3CCCC3=O)CC2)cc1 (configuration not stated)
    3.1, -2.0, i, -4.3, i, i, i, i, i, 4.3, i
CS(=O)(=O)N1CCC(Oc2ccccc2C(=O)NC2CCOC2)CC1 (configuration not stated)
    -5.1, 0.5, i, -15.2, i, i, i, i, i, 2.9, i
C=C(C)CSc1nnc([C@@H](NC(=O)OC(C)(C)C)C(C)CC)o1 (some centres not stated)
    4.3, -2.6, i, -17.8, i, i, i, i, i, -0.9, i
Cc1occc1C(=O)NNC(=O)c1ccccc1Br
    -1.6, -1.1, i, -4.9, i, i, i, i, i, -5.5, i
CN(C)c1nc(N)nc(-c2ccco2)n1
    1.0, 9.8, i, -4.8, i, i, i, i, i, -4.0, i
CC(=O)Nc1cccc(NC(=O)C2CC(=O)N(C3CCCCC3)C2)c1 (configuration not stated)
    0.1, 1.0, i, -12.9, i, i, i, i, i, -4.8, i
CCCCOC(=O)CSCC(=O)N1N=C(c2cccs2)CC1c1ccc(F)cc1 (configuration not stated)
    0.5, -1.2, i, -5.5, i, i, i, i, i, -1.3, i
CCCc1cc(=O)oc2cc(OCC(=O)NCCc3ccc(S(N)(=O)=O)cc3)ccc12
    0.8, 1.0, i, -13.2, i, i, i, i, i, 4.3, i
CCn1c(C)nc2cc(C(=O)OC)ccc21
    -5.1, -2.0, i, -7.1, i, i, i, i, i, -2.3, i
CCC(CC)C(=O)Nc1c(C(=O)N2CCN(c3ccccc3)CC2)oc2ccccc12
    -2.5, 1.8, i, -7.5, i, i, i, i, i, ., i
CCOC(=O)c1c(C)oc2c1c1c(c3ccccc32)OCN(CCCC(=O)O)C1
    2.0, -1.5, i, -12.7, i, i, i, i, i, -8.5, i
COc1cccc(C(C(=O)NC2CCCCC2)N(C(=O)Cc2cccs2)c2ccc(-n3cnnn3)c(OC)c2)c1 (configuration not stated)
    0.4, 0.6, i, -9.8, i, i, i, i, i, -1.9, i

# Some of the compounds tested; the hit share may differ from the screen's.
